Bioassay records: PubChem, NCI
All columns: NCI-60 one-dose screen, growth in % after 48 h at 10 µM unless noted; 100 = growth as untreated, 0 = no growth, -100 = all killed.
OVCAR-4: OVCAR-4 ovarian cancer cells; AID 1794784; 3.7% of 80,000 active
OVCAR-3: OVCAR-3 ovarian cancer. 7% of 79,000 active. AID 1794787
OVCAR-8: OVCAR-8 ovarian cancer; 4.4% of 81,000 active; AID 1794782
OVCAR-5: OVCAR-5 ovarian cancer; 2.9% of 82,000 active
DU-145: DU-145 prostate cancer; 4.2% of 81,000 active; AID 1794760
NCI/ADR-RES: NCI/ADR-RES ovarian cells | 4.4% of 81,000 active
SK-OV-3: SK-OV-3 ovarian cancer cells | 3.2% of 80,000 active | AID 1794785
IGROV1: IGROV1 ovarian cancer | 4.7% of 79,000 active
An asterisk follows results filed as active; nt = no result given; & = joins results of further samples; [ ] = another dose, or the depositor's remark. How the source made its calls: active means growth percent below 10; inactive means the rest.

Results follow in this order: NCI/ADR-RES	SK-OV-3	OVCAR-3	DU-145	OVCAR-5	OVCAR-4	OVCAR-8	IGROV1
- CCOC(=O)c1c(C)[nH]c(C=O)c1C
 : 105	101	104	105	109	110	101	104
- NC(=O)c1cc(Br)ccc1N(Cc1ccccc1)S(=O)(=O)c1ccccc1
 : 117	108	112	114	111	76	118	123
- O=C(C[N+]12CN3CN(CN(C3)C1)C2)c1ccc2c(c1)CCCC2
 : 107	112	109	115	102	nt	103	96
- COc1cc2cncc(Cc3ccccc3)c2cc1O
 : 112	99	115	118	114	110	103	105
- CS(=O)(=O)c1ccc(-c2nc3ccccn3c2/C=N/NC(N)=O)cc1
 : 98	105	109	106	106	114	104	108
- O=C1CC2(CCCCC2)CC(=O)N1CCc1ccccc1
 : 108	111	117	116	103	114	116	116
- Clc1ccc2nc(-c3ccc(-c4nnc(SCc5ccccc5)o4)cc3)[nH]c2c1
 : 97	107	99	133	96	78	97	92
- CC(C)C(=O)OC(c1cc2c(cc1Br)OCO2)C(C)Br (stereo not drawn)
 : 105	108	114	111	99	103	112	nt
- COc1ccc(/C(=C/c2ccccc2[N+](=O)[O-])C(=O)O)cc1
 : 106	99	123	108	103	108	105	113
- O=C(Cc1ccccc1)C(c1ccccc1)C(c1ccccc1)c1ccccc1 (stereo not drawn)
 : 97	101	107	107	83	78	102	74
- S=C(c1ccc2c(c1)OCO2)N1CCN(c2ccccc2)CC1
 : 44	91	87	103	93	95	95	80
- COC(=O)[C@]12CC[C@@H](C)[C@H](C)[C@@H]1C1=CC[C@@H]3[C@@]4(C)C(C=O)=C[C@@](C)(COC(C)=O)[C@@H]4C(=O)C[C@@]3(C)[C@]1(C)CC2
 : 34	42	39	43	69	38	42	46
- N#Cc1ccc(-n2cnc(NC(=O)[C@H]3CCN(C#N)C3)c2)cc1
 : 37	63	11	30	24	29	16	21
- N#Cc1cc(O)n2c1C(=N)c1ccccc1-2
 : 97	90	106	102	110	104	92	92
- CC(=O)N1C(=O)c2cccc3cccc1c23
 : 113	105	102	106	110	116	93	112
- O=C(Oc1ccccc1)c1ccccc1O
 : 102	107	107	109	105	104	104	101
- Nc1ccc(S(=O)(=O)c2ccc(Br)cc2)cc1
 : 98	97	116	117	102	nt	100	106
- Cc1nn(-c2ccc(F)cc2)c2nc(-c3cccnc3)[nH]c(=O)c12
 : 106	109	113	105	105	101	99	99
- Cc1[nH]c(C)c2ccc(=O)ccc12
 : 103[100 µM]	94[100 µM]	101[100 µM]	103[100 µM]	101[100 µM]	96[100 µM]	97[100 µM]	96[100 µM]
- O=C(NN=C1CCCC1)c1ccc([N+](=O)[O-])cc1
 : 102	109	96	103	86	113	110	103

Entries of single compounds as entered above. Order of screens: NCI/ADR-RES | SK-OV-3 | OVCAR-3 | DU-145 | OVCAR-5 | OVCAR-4 | OVCAR-8 | IGROV1
COC(=O)[C@]12CC[C@@H](C)[C@H](C)[C@@H]1C1=CC[C@@H]3[C@@]4(C)C(C=O)=C[C@@](C)(COC(C)=O)[C@@H]4C(=O)C[C@@]3(C)[C@]1(C)CC2 as listed: 34 | 42 | 39 | 43 | 69 | 38 | 42 | 46
Cc1[nH]c(C)c2ccc(=O)ccc12 as listed: 103[100 µM] | 94[100 µM] | 101[100 µM] | 103[100 µM] | 101[100 µM] | 96[100 µM] | 97[100 µM] | 96[100 µM]

Only SK-OV-3, OVCAR-8 and OVCAR-5 (4 entries from above):
SMILES | SK-OV-3 | OVCAR-8 | OVCAR-5
CC(C)C(=O)OC(c1cc2c(cc1Br)OCO2)C(C)Br (stereo not drawn) | 108 | 112 | 99
COc1ccc(/C(=C/c2ccccc2[N+](=O)[O-])C(=O)O)cc1 | 99 | 105 | 103
O=C(Cc1ccccc1)C(c1ccccc1)C(c1ccccc1)c1ccccc1 (stereo not drawn) | 101 | 102 | 83
S=C(c1ccc2c(c1)OCO2)N1CCN(c2ccccc2)CC1 | 91 | 95 | 93

Shown field by field: four of the compounds above.
> NC(=O)c1cc(Br)ccc1N(Cc1ccccc1)S(=O)(=O)c1ccccc1
  NCI/ADR-RES = 117	SK-OV-3 = 108	OVCAR-3 = 112	DU-145 = 114	OVCAR-5 = 111	OVCAR-4 = 76	OVCAR-8 = 118	IGROV1 = 123
> O=C(C[N+]12CN3CN(CN(C3)C1)C2)c1ccc2c(c1)CCCC2
  NCI/ADR-RES = 107	SK-OV-3 = 112	OVCAR-3 = 109	DU-145 = 115	OVCAR-5 = 102	OVCAR-4 = nt	OVCAR-8 = 103	IGROV1 = 96
> COc1cc2cncc(Cc3ccccc3)c2cc1O
  NCI/ADR-RES = 112	SK-OV-3 = 99	OVCAR-3 = 115	DU-145 = 118	OVCAR-5 = 114	OVCAR-4 = 110	OVCAR-8 = 103	IGROV1 = 105
> CS(=O)(=O)c1ccc(-c2nc3ccccn3c2/C=N/NC(N)=O)cc1
  NCI/ADR-RES = 98	SK-OV-3 = 105	OVCAR-3 = 109	DU-145 = 106	OVCAR-5 = 106	OVCAR-4 = 114	OVCAR-8 = 104	IGROV1 = 108

Continuation.
Results follow in this order: NCI/ADR-RES	SK-OV-3	OVCAR-3	DU-145	OVCAR-5	OVCAR-4	OVCAR-8	IGROV1
- c1cc(OCCN2CCCCC2)ccc1CNc1ccc2nc(CCC3CCCCC3)[nH]c2c1
 : 64	86	48	60	60	50	37	42
- CN1C(=O)c2ccccc2CC12c1ccccc1C(=O)N2C (stereo not drawn)
 : 102	109	110	110	113	105	106	nt
- CCOC(=O)c1c(C)c2c(n1Cc1ccccc1)CSc1cc(C#N)c(=O)[nH]c1-2
 : 59[100 µM]	99[100 µM]	76[100 µM]	84[100 µM]	120[100 µM]	99[100 µM]	88[100 µM]	96[100 µM]
- O=C(Nc1ccc(F)cc1)Nc1ccc(Cl)c([N+](=O)[O-])c1
 : 14	34	10	19	44	16	18	22
- CC(=O)C(C[n+]1ccccc1)c1ccccc1 (stereo not drawn)
 : 107	103	110	114	99	104	109	119
- O=C1c2ccccc2C(=O)c2c(N=Nc3sc(=O)[nH]c3O)cccc21
 : 97	95	105	106	103	103	97	99
- COc1ccc(C(=O)NCCc2ccc(OC)c(OC)c2)cc1O
 : 94	102	107	106	97	110	114	nt
- Cc1ccc2oc(=O)cc(CSC(=S)N3CCN(C)CC3)c2c1
 : 94	122	100	105	104	89	105	103
- CC(=O)c1ccc2c(c1)c1ccccc1n2C
 : 91	96	108	104	108	115	95	88
- C1CN(CCN2CCOCC2)CCO1
 : 104&99	106&106	113&107	134&105	106&106	109&100	99&116	133&106
- Cc1onc2c(-c3ccccc3)n[nH]c(=O)c12
 : 106	87	106	110	99	108	116	140
- CC(=O)N1N=C(c2ccc(F)cc2)CC1c1cn(Cc2ccc(Cl)cc2)c2ccccc12 (stereo not drawn)
 : 76	85	78	91	86	71	85	69
- Nc1c(-c2nc3ccccc3[nH]2)nnn1-c1ccccc1Cl
 : 103	102	104	112	106	97	105	98
- COc1ccc(C2c3c([nH]c(=S)[nH]c3=O)Nc3[nH]c(=S)[nH]c(=O)c32)cc1
 : 97	119	100	105	100	102	103	100
- COc1cc(Cn2c(SCc3ccc(Cl)cc3)nc3ccccc3c2=S)cc(OC)c1OC
 : 91	103	nt	100	98	81	90	82
- O=C1NC(=S)S/C1=C/c1cc(Cl)cc(Cl)c1O
 : 104	120	126	130	101	116	111	131
- COc1cc(C2CC(c3ccc4c(c3)OCO4)=NN2C=O)ccc1OCCN(C)C (stereo not drawn)
 : 96	97	107	109	103	103	96	115
- CCOC(=O)C(C(=N)C(=N)C(C(=O)O)C(=O)OCC)C(=O)O (stereo not drawn)
 : 101	92	96	106	104	88	100	108
- CN(C)C(=O)c1ccc(SC(=S)NCc2ccccc2)cc1
 : 111	108	121	111	113	113	106	116
- [O-][N+](CCO)(CCO)Cc1ccccc1
 : 108	115	92	122	107	88	98	78
- O=C1CC(=O)OC(c2ccc([N+](=O)[O-])cc2)O1
 : -44*	90	-61*	14	-3.7*	25	12	-60*
- CCN(CC)CC(O)CNc1ccnc2cc(Cl)c(Cl)cc12 (stereo not drawn)
 : 87	106	92	93	nt	86	84	91
- COc1ccc(-c2nnc(Nc3ccc(F)cc3)o2)cc1
 : 97	68	99	101	95	75	87	73
- O=C1C2CC=CCC2C(=O)N1C(O)C(Cl)(Cl)Cl (stereo not drawn)
 : 103	98	106	118	97	108	101	104
- Nc1ccc(C(=O)Nc2ccc3c(O)cc(S(=O)(=O)O)cc3c2)cc1
 : 115	115	122	130	109	119	104	102
- CCOC(=O)C1CC(CCl)OC1=O (stereo not drawn)
 : 108	101	107	104	97	98	103	109
- COc1ccc2c(c1)C1=NN(C(C)=O)C(c3cc(OC)c(OC)c(OC)c3)C1CC2 (stereo not drawn)
 : 88	96	97	100	98	84	95	83
- CC1=NN2C(=NC3=C(CCC/C3=C\c3ccc(Cl)cc3)C2c2ccc(Cl)cc2)S1 (stereo not drawn)
 : 106	115	108	101	103	87	90	103
- CCOC(=O)c1sc(NC(=O)Nc2ccccc2)nc1C
 : 101	106	101	110	104	106	105	27
- NC(=O)CNc1ccccc1O
 : 95	96	83	96	114	93	83	92
- CCOC(=O)C(Br)c1cccc(OC)c1 (stereo not drawn)
 : 108	103	107	111	102	99	128	112
- O=C(O)c1ccccc1-c1ccccc1C(=O)Nc1ccc(N=Cc2ccc(F)cc2)cc1
 : nt	118	123	105	103	nt	108	111
- C=C(C)[C@@H]1CC=C2c3sc(-c4ccccc4O)nc3C[C@@H](C)[C@]2(C)C1
 : 115	109	114	110	106	107	105	108
- CSC1NC(C)=C(C(C)=O)C(c2ccccc2)N1 (stereo not drawn)
 : 106	109	109	94	95	89	106	79
- CC(C)N1C(=O)/C(=C2\SC(=S)N(C(C)C)C2=O)SC1=S
 : 96	113	98	94	88	90	96	94
- CSC1=Nc2c(c(C)c(-c3ccccc3)n2CCCCl)C2=NC(=O)CN12
 : 58	88	85	95	86	76	88	48
- Brc1ccc2[nH]cc(-c3nc(-c4c[nH]c5ccncc45)cs3)c2c1
 : 14	88	-92*	-91*	39	-78*	-64*	-87*
- O=S(=O)(NCCCNc1nccc(-c2c(-c3ccc(F)cc3)nc3sccn23)n1)c1ccc2ccccc2c1
 : 43	65	75	46	79	57	30	23
- O=C(O)c1ccc(Br)o1
 : 101	106	98	128	95	91	109	50
- COC1=CC(c2ccc[nH]2)=N/C1=C\c1[nH]c(C)c(C(=O)CCCCC(=O)NCCSSCCNC(=O)CC[C@H](NC(=O)c2ccc(NCc3cnc4nc(N)[nH]c(=O)c4n3)cc2)C(=O)O)c1C
 : 106	106	107	106	118	115	98	114

A second format for part of the listing above.
O=C1CC(=O)OC(c2ccc([N+](=O)[O-])cc2)O1
  NCI/ADR-RES: -44* | SK-OV-3: 90 | OVCAR-3: -61* | DU-145: 14 | OVCAR-5: -3.7* | OVCAR-4: 25 | OVCAR-8: 12 | IGROV1: -60*

CCN(CC)CC(O)CNc1ccnc2cc(Cl)c(Cl)cc12 (stereo not drawn)
  NCI/ADR-RES: 87 | SK-OV-3: 106 | OVCAR-3: 92 | DU-145: 93 | OVCAR-5: nt | OVCAR-4: 86 | OVCAR-8: 84 | IGROV1: 91

COc1ccc(-c2nnc(Nc3ccc(F)cc3)o2)cc1
  NCI/ADR-RES: 97 | SK-OV-3: 68 | OVCAR-3: 99 | DU-145: 101 | OVCAR-5: 95 | OVCAR-4: 75 | OVCAR-8: 87 | IGROV1: 73

(cont.)
Results follow in this order: NCI/ADR-RES	SK-OV-3	OVCAR-3	DU-145	OVCAR-5	OVCAR-4	OVCAR-8	IGROV1
- Cc1ccccc1C(=O)Oc1ccc(Cl)cc1
 : 108	95	115	109	102	112	106	113
- COc1cc(NC(N)=NCCC(C)(C)Oc2ccc(C(F)(F)F)cc2)cnc1C#N
 : 92	101	95	95	97	87	88	92
- COCCC[C@H]1O[C@@](O)([C@H](C)[C@@H]2CC(OC)C(O)/C=C(C)/C=C(C)/C=C(\C)C(OC3O[C@@H](C)[C@H](O)C(O)[C@@H]3O)C(C)/C=C(C)/C=C(OC)/C=C(\C)C(=O)O2)C(OC)C(O)[C@]1(C)O[C@H]1C[C@@H](O)[C@H](O[C@H]2C[C@](C)(O)[C@H](O)C(C)O2)C(C)O1 (stereo partly drawn)
 : 67	61	75	49	79	20	42	88
- CCOC(=O)C(F)(C#N)Cc1ccccc1 (stereo not drawn)
 : 112	101	nt	nt	98	115	107	115
- Oc1ccc(CN2CCOCC2)c(O)c1O
 : 103	117	89	109	93	110	103	107
- O=c1[nH]c(=O)c2cc(Cl)cc(Cl)c2[nH]1
 : 131	118	126	136	116	101	101	91
- c1ccc(CC(NCCNC(Cc2ccccc2)c2ccccc2)c2ccccc2)cc1 (stereo not drawn)
 : 39	84	23	16	55	36	23	36
- Cc1ccc(Sc2ccc3[nH]c(=O)[nH]c(=O)c3c2)cc1
 : 108	101	106	115	107	90	97	106
- CC1=CC(=O)C=CC1=Nc1ccc(O)cc1
 : 99	102	101	111	100	115	105	43
- NC(CCCCC(=O)O)C(=O)O (stereo not drawn)
 : 99	108	115	107	124	102	103	106
- Nc1cc(C(F)(F)F)ccc1[N+](=O)[O-]
 : 101	97	119	117	93	nt	96	92
- CN(C)CCCNc1nc(=O)n(-c2ccc3c(c2)OCCO3)c(=O)n1Cc1ccc(C(C)(C)C)cc1
 : 113	91	96	103	97	96	99	97
- Cc1ccccc1OCC(O)CN1CCN(c2cccc(Cl)c2)CC1 (stereo not drawn)
 : 107	98	100	117	102	97	96	116
